Compound activity from PubChem.
IL-2 act: activators of IL-2 | IL-2 activation reporter assay, cell-based qHTS; stimulated with anti-CD3/CD4/CD28 beads; in transgenic mouse T cells | activation, % (series mostly up to about 46 µM) | 360,000 compounds, 0.065% hits; in the data active = activation above about 50%; inconclusive = mostly about 30% to 49%; note: 0% is about no effect
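Screening format: compound pinned onto unstimulated transgenic mouse T cells, 60 min incubation, then anti-CD3/anti-CD4/anti-CD28 bead stimulation for 18 hours at 37 degrees C, followed by EGFP and DsRed detection.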
GLP1R ag: GLP-1 receptor (human) agonism. P43220. HEK293 GLP-1R CRE-luciferase, luminescence, 4-6 h; cells express a hypersensitive GLP-1R form. Potency, µM (highest dose often 45.6 µM), inactives show at the highest dose activation, usual class: activators. 380,000 compounds, 0.007% hits; note: potency is the fitted concentration of half-maximal effect; % of control where 0% means no effect
Target sequence (P43220 whole entry, looked up): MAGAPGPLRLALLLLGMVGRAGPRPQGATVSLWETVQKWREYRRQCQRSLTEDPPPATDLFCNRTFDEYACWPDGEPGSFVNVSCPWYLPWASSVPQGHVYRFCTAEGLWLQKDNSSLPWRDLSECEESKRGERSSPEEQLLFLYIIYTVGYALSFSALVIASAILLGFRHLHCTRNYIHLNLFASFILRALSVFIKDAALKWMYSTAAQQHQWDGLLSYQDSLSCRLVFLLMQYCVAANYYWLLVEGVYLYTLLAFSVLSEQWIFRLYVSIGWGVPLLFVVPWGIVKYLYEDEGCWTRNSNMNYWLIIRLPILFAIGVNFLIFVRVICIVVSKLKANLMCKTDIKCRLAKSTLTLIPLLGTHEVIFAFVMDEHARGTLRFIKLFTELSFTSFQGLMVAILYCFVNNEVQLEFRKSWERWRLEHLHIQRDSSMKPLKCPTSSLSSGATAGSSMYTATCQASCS
PTHR1 ag: agonists of human PTHR1 parathyroid hormone receptor | Q03431 | HEK293 GP2 PTHR1 cells, GloSensor cAMP luminescence, 1 h | Potency, µM (doses to about 115 µM), for inactives: top-dose activation, hits mostly activators | 410,000 compounds, 0.075% hits | AID 743266; note: potency is the fitted concentration of half-maximal effect; nearly all actives have a fitted effect of over 55% in size; some results filed as inactive show a strong effect at the top dose; inactives centre near -15; many of its hits are not listed in these tables
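HEK-293-derived GP2 cells expressing PTHR1 and a GloSensor cAMP reporter, 3,000/well, plated overnight, given luciferin plus IBMX (each 0.5 mM as added) for 1 h at 37 °C, then compound for 1 h at 37 °C. Luminescence was read after 15 min at room temperature.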
PLK1 PBD block: inhibitors of human PLK1 polo-box domain binding; P53350; Plk1 PBD binding of FITC phosphopeptide, fluorescence polarization; Potency, µM, for inactives: max response, negative = inhibition, usual class: inhibitors; 360,000 compounds, 2.8% hits; AID 720504; note: potency is the fitted concentration of half-maximal effect; series mostly up to about 57 µM; % is set by controls: 0 for no effect and ±100 for the full control effect; nearly all actives have a fitted effect of over 65% in size
Target sequence (P53350 whole entry, looked up, the tested form may be a part): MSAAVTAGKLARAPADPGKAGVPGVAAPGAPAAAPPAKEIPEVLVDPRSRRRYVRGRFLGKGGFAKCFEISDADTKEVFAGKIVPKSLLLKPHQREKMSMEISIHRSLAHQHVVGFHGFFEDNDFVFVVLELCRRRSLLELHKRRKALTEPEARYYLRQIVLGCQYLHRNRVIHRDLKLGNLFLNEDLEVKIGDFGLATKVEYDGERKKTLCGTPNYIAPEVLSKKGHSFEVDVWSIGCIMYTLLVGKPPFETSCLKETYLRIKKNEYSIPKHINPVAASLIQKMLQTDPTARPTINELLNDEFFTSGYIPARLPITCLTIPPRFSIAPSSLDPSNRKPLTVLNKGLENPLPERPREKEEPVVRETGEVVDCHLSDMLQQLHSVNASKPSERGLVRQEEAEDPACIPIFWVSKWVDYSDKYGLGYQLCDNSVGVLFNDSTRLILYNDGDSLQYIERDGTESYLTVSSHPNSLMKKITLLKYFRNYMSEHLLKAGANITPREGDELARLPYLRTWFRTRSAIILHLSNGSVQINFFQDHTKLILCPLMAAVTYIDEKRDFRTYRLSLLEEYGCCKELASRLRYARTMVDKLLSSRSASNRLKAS
HEK293 tox: cytotoxicity counter-screen for GLP-1 receptor inverse agonists | Potency, µM (series often up to 38.3 µM), for the others: at the highest dose activity change, negative = inhibition, usual class: inhibitors | HEK293 cAMP-luciferase reporter cells, luminescence, 24 h | AID 624418 | 410,000 compounds, 0.13% hits;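 note: loss of luciferase light is scored as toxicity; potency is the fitted concentration of half-maximal effect; % is set by controls: 0 for no effect and ±100 for the full control effect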
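Quantitative HTS format, 1536 wells, 200 cells/uL seeded. Compounds: 23 nL, 24 h, 37 °C. Detection: luciferase reagent, luminescence at 12 min RT; decreased signal taken as cytotoxic.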
EPAC1 agonist: activates human EPAC1 exchange factor; EPAC1 agonist qHTS, biochemical assay; response scale: 100% = response to 6.5 mM cAMP; 360,000 compounds, 0.073% hits; Potency, µM (doses to about 154 µM), for inactives: top-dose activation, actives largely listed as activators; note: potency is the fitted concentration of half-maximal effect; nearly all actives have a fitted effect of over 60% in size
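Nucleotide exchange assay: 100 nM EPAC1 with 250 nM Rap1B loaded with BODIPY-GDP and 50 uM GDP, room temperature. Fluorescence (480/540 nm) read every 5 min for 30 min; signal change normalized to 6.5 mM cAMP as full agonist.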
GLP1R inv ag: acts as inverse agonist at human GLP-1 receptor; P43220; HEK293 GLP-1R CRE-luciferase, luminescence, 24 h; GLP-1R form is constitutively active; Potency, µM (titrated, usually from 38.3 µM), without a hit: at the highest dose activity change, negative = inhibition, actives largely listed as inhibitors; 410,000 compounds, 1.6% hits; note: potency is the fitted concentration of half-maximal effect; % is set by controls: 0 for no effect and ±100 for the full control effect; nearly all actives have a fitted effect of over 55% in size
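Cells are plated, allowed 12 hours at 37 deg C, then treated with compounds for 24 hr before luciferase detection reagent is added and luminescence is read after 12 min at room temperature. The HEK293 line carries constitutively active GLP-1R with a cAMP-responsive reporter.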
PI5P4Ka inh: inhibitors of human PI5P4K alpha | max response, % | PI5P4Kalpha enzyme, ADP-Glo luminescence, 60 min; hits give low values | AID 652105 | 330,000 compounds, 1.2% hits; active = max response of -50% or lower; inconclusive = between -30% and -50%; inactive = -30% or higher; note: value at the top dose of about 77 µM; % is set by controls: 0 for no effect and ±100 for the full control effect
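Human PI5P4Kalpha with substrate in 0.038 M HEPES pH 7.4, 0.28 mM EGTA, 0.1% CHAPS, 5% DMSO; reaction started with 5 microM ATP (final), 60 min at room temperature. ADP formed read by ADP-Glo luminescence.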
EPAC1 antag: antagonists of human EPAC1 | O95398 | AID 720709 | Potency, µM (highest dose often 115 µM), inactives show top-dose activity change, negative = inhibition, hits mostly inhibitors | 360,000 compounds, 0.14% hits | EPAC1 GEF assay, Rap1b-BODIPY-GDP exchange fluorescence;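 note: potency is the fitted concentration of half-maximal effect; plate controls were vehicle for no effect and positive control for full effect; nearly all actives have a fitted effect of over 50% in size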
* = called active by the depositor; i = inactive; ? = inconclusive; · = no result given; [ ] = another dose, or the depositor's remark. Unless noted, calls come from the whole dose curve; as a rule, active = well fitted curve in the direction sought with a large enough effect; inconclusive = small, poorly fitted or top-dose-only effect, or another doubt; inactive = no such curve, though single readings can be large; an effect the other way counts as inactive or inconclusive. Only part of the results is shown; the hit share may differ from the screen's.

SMILES	IL-2 act	GLP1R ag	PTHR1 ag	PLK1 PBD block	HEK293 tox	EPAC1 agonist	GLP1R inv ag	PI5P4Ka inh	EPAC1 antag
CCNC(=O)c1cccc(NC(=O)c2cc(C3CC3)nc3c2cnn3C(C)C)c1	-1.8	12.4%	i	4.0%	-18.2%	3.7%	10µM*	2.5	-29.2%
COCCCNC(=O)c1c(N)n(-c2ccc3c(c2)OCO3)c2nc3ccccc3nc12	-0.1	-5.8%	-2.1%	-5.6%	7.5%	-21.9%	-26.0%	5.2	0.6%
CCOC(=O)/C(C)=N/NC(=O)c1ccc([N+](=O)[O-])cc1	-3.5	5.0%	i	-10.5%	5.0%	6.1%	0.7%	0.9	20.1%
CCN(CC)CCCN=Cc1c(O)n(-c2cccc(C)c2)c(=O)c2ccccc12	0.7	-0.7%	-9.2%	-6.1%	-38.4%	5.8%	?	5.0	-5.2%
Cc1ccc(C)c(NC(=O)c2cc(C)nc3ccccc23)c1	2.5	6.4%	i	-0.3%	0.0%	12.3%	20.6%	-4.8	-2.4%
CCOC(=O)c1nc(NCc2ccccc2F)c2ccccc2n1	-0.4	9.3%	-1.7%	-5.8%	-4.6%	5.4%	3.3%	-1.3	-12.7%
Cc1ccc(S(=O)(=O)N2CCC(C(=O)NCCC3=CCCCC3)CC2)cc1C	0.2	-9.1%	-18.8%	-5.1%	4.6%	3.1%	?	-4.1	6.1%
Cc1c(Cl)cccc1N/C(SCC(=O)N1CCCCCC1)=C(/C#N)c1nc2ccccc2s1	-1.1	7.6%	-12.7%	-2.4%	-0.2%	6.4%	-20.5%	9.6	-10.3%
COc1ccccc1/C=C1\CCCC2=C1Nc1nnnn1C2c1ccccc1OC (stereo not drawn)	-0.3	-26.0%	-33.9%[inhibitor]	?	-21.5%	3.0%	-24.9%	-7.5	-3.1%
CC(=O)c1ccc(N2CCN(C(=O)c3cc(C)on3)CC2)cc1	-1.6	0.5%	i	-1.9%	6.1%	1.7%	0.0%	·	9.2%
NC(N)=NS(=O)(=O)c1ccc(NC(=S)NC(=O)/C=C/c2ccccc2)cc1	1.7	-3.8%	?	-2.0%	3.9%	11.4%	16.8%	-3.1	-14.0%
COc1ccc([C@H]2CC(=O)C=C(c3ccc(OC)nc3)C2)cc1	-1.8	2.7%	-38.9%[inhibitor]	-15.9%	?	5.6%	12.2%	15.6	1.4%
CCC(C)NC(=O)CSc1nc2cc3c(cc2c(=O)n1Cc1ccco1)OCO3 (stereo not drawn)	-4.7	-2.7%	i	-4.2%	-6.7%	6.7%	4.9%	1.8	7.1%
Cc1cc(OCC(=O)OCC(=O)N2CCc3ccccc32)ccc1Cl	1.3	-8.5%	i	6.7%	-12.3%	7.6%	-7.1%	26.2	-7.2%
COC(=O)CSc1nc(N)c(NC(=O)c2ccc(OC)c(OC)c2)c(=O)[nH]1	-2.1	-2.6%	i	-4.6%	-26.6%	0.5%	-1.8%	3.1	-8.6%
Cc1nn2c(-c3ccncc3)ccnc2c1Br	0.0	14.8%	-4.5%	-3.8%	-2.7%	0.2%	82.8%[activator]	-1.0	-2.9%
CCCCCNc1nc2sc3c(c2c(=O)n1-c1cccc(Cl)c1)CCN(C)C3	0.9	20.9%	i	-1.7%	?	0.0%	?	10.8	-2.4%
CCOC(=O)CC(=O)CSc1nc2c(cc1C#N)CCCCCC2	-0.9	-1.7%	13.5%[57.5 µM]	-11.8%	8.2%	4.5%	0.0%	·	10.3%
COCC(=O)Nc1nnc(SCC(=O)NCc2cccs2)s1	-2.0	-5.7%	i	-1.2%	15.7%	5.6%	8.3%	-1.0	11.4%
Cn1c(=O)c(=O)n(C)c2cc(N3CCOCC3)c(NS(=O)(=O)c3ccc([N+](=O)[O-])cc3)cc21	-2.9	-1.6%	-17.4%	18.9µM*	-9.8%	13.3%	16.1%	?	3.4%
Cc1ccccc1C1CC(c2cccs2)=NN1S(C)(=O)=O (stereo not drawn)	2.6	3.7%	3.5%	-7.1%	12.0%	-9.0%	-12.6%	3.0	-12.9%
O=C1CS(=O)(=O)C2(C(=O)N(Cc3ccccc3Cl)c3ccccc32)N1c1ccc(F)cc1 (stereo not drawn)	·	3.7%	-14.4%	·	2.5%	·	?	·	·
O=C(NC(C(=O)O)c1ccccc1)c1ccc(S(=O)(=O)N2CCOCC2)cc1 (stereo not drawn)	-0.8	-2.7%	-5.3%	-3.2%	4.5%	1.4%	0.4%	·	6.3%
Cc1occc1C(=O)Nc1cccc(C(=O)NCc2ccccc2)c1	0.9	-4.3%	-13.3%	-5.5%	1.0%	8.0%	-17.1%	·	-0.2%
COc1ccccc1N(CC(=O)NC1CCCC1)S(=O)(=O)c1ccc(C)cc1	-2.2	14.9%	-20.1%	-9.2%	-5.7%	2.7%	-18.6%	-0.5	1.7%
Cc1ccc(Cl)cc1NC(=O)Cn1cccc1	-1.3	-4.4%	i	-2.4%	5.1%	-1.9%	6.5%	·	1.0%
Cc1sc(N2C(=O)C3C4C=CC(C4)C3C2=O)c(C#N)c1C (stereo not drawn)	-0.2	0.5%	i	-2.4%	-4.2%	3.7%	-2.8%	1.4	-4.4%
COc1cc(C=C(c2nc3ccccc3s2)c2nc3ccccc3s2)cc(OC)c1O	-1.4	0.7%	-4.9%	-5.8%	-14.7%	6.9%	?	1.0	1.2%
Cc1ncoc1C(=O)Nc1ccc2c(c1)OCCO2	-2.7	-15.1%	-19.0%[57.5 µM]	-6.5%	1.5%	-3.6%	-9.8%	·	15.5%
O=C(C1CCCN1S(=O)(=O)c1cccc2nsnc12)N1CCCCC1 (stereo not drawn)	3.3	11.3%	i	-1.0%	0.3%	11.8%	26.7%	3.2	-0.7%

Entries of single compounds as entered above. Screens in order: IL-2 act | GLP1R ag | PTHR1 ag | PLK1 PBD block | HEK293 tox | EPAC1 agonist | GLP1R inv ag | PI5P4Ka inh | EPAC1 antag
Cc1ncoc1C(=O)Nc1ccc2c(c1)OCCO2 in the list: -2.7 | -15.1% | -19.0%[57.5 µM] | -6.5% | 1.5% | -3.6% | -9.8% | · | 15.5%
O=C1CS(=O)(=O)C2(C(=O)N(Cc3ccccc3Cl)c3ccccc32)N1c1ccc(F)cc1 (stereo not drawn) in the list: · | 3.7% | -14.4% | · | 2.5% | · | ? | · | ·

(list continues)
SMILES	IL-2 act	GLP1R ag	PTHR1 ag	PLK1 PBD block	HEK293 tox	EPAC1 agonist	GLP1R inv ag	PI5P4Ka inh	EPAC1 antag
Cc1ccc(N2C(=O)CCC(C(=O)O)C2c2cccs2)cc1 (stereo not drawn)	1.4	1.3%	i	-8.6%	-6.5%	9.0%	6.1%	-10.7	-10.4%
CCc1nn(CCCC(=O)Nc2ccc(C)cc2C)c(=O)c2cc3occc3n12	-2.1	13.9%	i	-0.1%	0.5%	-8.3%	1.7%	-0.6	-15.5%
COc1ccc(-c2nc(CNS(=O)(=O)c3ccc(OC)c(OC)c3)cs2)cc1	0.3	-4.0%	i	-3.6%	-5.7%	-2.3%	-1.1%	-1.3	7.8%
CC(=O)NCCn1c(SCC(=O)NCCc2ccc(S(N)(=O)=O)cc2)nc2ccccc2c1=O	-1.0	9.8%	i	-1.3%	-1.2%	0.9%	26.2%	0.1	0.1%
CN(C)CC(=O)c1c[nH]c2ccccc12	-2.1	-6.2%	i	-5.1%	-2.2%	-10.7%	3.6%	2.9	6.6%
O=S(=O)(NC1CCCCCCC1)c1cccs1	-2.0	5.9%	i	0.4%	-6.2%	0.9%	?	-2.9	11.6%
CCCc1nnc(NC(=O)C(CC)OC(=O)c2cc(C)nc3ccccc23)s1 (stereo not drawn)	-2.1	-2.5%	-13.6%[57.5 µM]	-8.4%	-17.8%	0.0%	-12.2%	0.9	-16.2%
CCN(CC)c1ccc(NC(=O)C2CCCN(S(=O)(=O)c3ccc4c(c3)oc(=O)n4C)C2)c(C)c1 (stereo not drawn)	·	1.1%	-93.5%[inhibitor]	·	1.1%	·	4.4%	·	·
CC(=O)c1cccc(NC(=S)NCCC2=CCCCC2)c1	0.1	-8.1%	-29.6%[57.5 µM]	-11.4%	-29.7%	0.5%	?	0.8	3.0%
CCCc1nnc(NC(=O)C2CC(=O)N(C3CCCC3)C2)s1 (stereo not drawn)	0.0	-1.5%	i	?	9.5%	-10.5%	7.7%	2.0	21.1%
Cc1[nH]c(=O)[nH]c(=O)c1C=CC(=O)NC(CO)CS(=O)Cc1ccccc1 (stereo not drawn)	-0.6	1.4%	-9.1%	2.8%	10.4%	10.0%	0.9%	6.0	8.5%
Cc1nc(CSc2ccc(Cl)cc2)cc(NCc2ccccc2)n1	-1.7	2.1%	-19.1%	-23.2%	-2.4%	17.4%	?	2.2	3.7%
O=C(O)Cc1sc(Nc2ccc(C(=O)O)cc2)nc1-c1ccccc1	·	-1.4%	-14.1%	·	4.0%	·	10.7%	·	·
Cn1c(Oc2ccc(Cl)cc2)c(C=O)c2ccccc21	1.0	-2.3%	i	-12.8%	4.8%	17.0%	?	17.0	-9.5%
CCCCCC1CCC(C(=O)NNC(=S)NCC)CC1 (stereo not drawn)	-1.5	-9.9%	i	-2.3%	-0.4%	-9.7%	-18.2%	·	17.3%
O=C(CCC(=O)N1CCN(c2ccccc2F)CC1)N1CCN(c2ccc(F)cc2)CC1	-0.2	-3.5%	-36.6%[inhibitor]	-19.4%	-10.0%	-1.8%	-25.3%	-3.2	8.0%
O=C(C1CC(c2ccc(F)cc2)=NO1)N1CCN(c2ccccc2)CC1 (stereo not drawn)	1.9	-2.7%	i	-19.3%	2.0%	-1.4%	-2.8%	-1.7	-5.2%
CCOC(=O)c1c(C)[nH]c(C(=O)C(C)OC(=O)c2ccc(NC(=O)CC#N)cc2)c1C (stereo not drawn)	-0.1	22.8%	-5.0%	1.4%	4.9%	4.4%	-45.9%	-2.8	?
CN1CCCC1CCNS(=O)(=O)c1ccc(Br)cc1 (stereo not drawn)	-0.2	0.3%	-27.4%[57.5 µM]	-3.6%	-6.6%	5.3%	?	3.4	8.4%
Cc1cccc(CCNC(=O)CCc2nnc(CCc3ccccc3)o2)n1	0.3	15.4%	-3.7%	-4.7%	-21.7%	14.2%	5.0%	0.3	9.0%
